HRP interference: HRP/luminol detection interference without ALR, dose response, artefact control for ALR inhibitor project, biochemical, luminescence, no ALR or DTT; HRP/H2O2 luminol luminescence counterscreen, no ALR; AC50 in µM for hits, for the others activity change, negative = inhibition, % at the top dose, mostly 10 µM; 2,500 compounds, 15% hits;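 active = signal-lowering compounds whose fitted half-maximal concentration AC50 is no higher than ten times their top tested concentration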;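 note: 0% = median of neutral control wells and -100% = median of quercitin 100 µM wells; many of its hits are not listed in these tables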
* hit, by the source's call. These rows are one share of the data. The share of hits here may be higher or lower than overall.

Structure	HRP interference
Brc1ccc(CN2CCN(c3ccccc3)CC2)o1	-0.3%
Cc1ccc(N/N=C2/CCCNC2=O)cc1	-2.5%
CC(C)C(=O)n1nc(-c2cccnc2)nc1NCc1cccs1	-1.9%
Cc1nnc2sc(SCc3cccc(Cl)c3)nn2c1=O	-3.5%
COc1cccc(N2CCN(C(=O)c3ccc(CS(=O)c4ccc(Cl)cc4)o3)CC2)c1 (stereo not given)	-6.5%
Oc1ccc(C2=NNC(=NCc3ccc4c(c3)OCO4)SC2)c(O)c1	-8.9%
O=C(CN1CCN(c2ccc(O)cc2)CC1)N1CCc2ccccc21	0.2%
Cc1ccc(NC2CCCN(C(=O)Cc3nonc3C)C2)cc1C (stereo not given)	-3.2%
COc1cccc(C(=O)N2CCCC(Nc3ccc(C)c(C)c3)C2)c1 (stereo not given)	-3.4%
COc1ccc(C(=O)CCN2CCc3cc(OC)c(OC)cc3C2)cc1	-0.3%
Cc1cc(-c2n[nH]c(=S)o2)c(C)n1-c1ccccc1	3.1%
Cc1cc(C)nc(NN2C(=O)/C(=C/c3ccc(O)cc3)SC2=S)n1	-1.8%
Cn1c(=O)[nH]c(=O)c2c1nc(Br)n2CCCSc1nc2ccccc2o1	-1.0%
CCN(CC)CCCN=Cc1c(-c2ccccc2)[nH]n(-c2nc3ccccc3s2)c1=O	-4.3%
CCCCN(CCCNC(=O)C1CCN(S(=O)(=O)CC)CC1)c1ccccc1	1.9%
O=C(O)CCCN1C(=O)/C(=C\c2ccc(-c3nc4ccccc4s3)o2)SC1=S	-4.0%
O=C(O)c1ccccc1Nc1ccccc1	-2.3%
COc1ccc(-n2nc(C)cc2Nc2ccccc2C(=O)O)cc1	-0.7%
CC(C)(C)OC(=O)NN=C(c1ccc(O)cc1)c1ccc(O)cc1	-1.9%
Cc1cc(Nc2n[nH]c(N)c2C#N)ccc1F	-1.0%
O=C(O)c1c(C(=O)O)c(-c2ccc(Cl)c(Cl)c2)n2c1CSC2	-4.1%
CN1CCN(S(=O)(=O)c2ccc(N)cc2)CC1	0.6%
Cn1c(-c2cccc([N+](=O)[O-])c2)cnc1NCc1cccc(F)c1	3.0%
Cc1ccc[n+](-c2nc([O-])sc2/C=N/Nc2ccc([N+](=O)[O-])cc2)c1	0.0%
O=C(CN1C(=O)CCC1=O)Nc1nc(-c2nc3ccccc3s2)cs1	0.9%
Nc1nc(Nc2ccc(Cl)cc2)n[nH]1	-2.2%
c1ccc(-c2cn3c(n2)-c2ccccc2C3)cc1	1.1%
CCC(C)Nc1nc2c(c(=O)n(C)c(=O)n2C)n1Cc1ccc(F)cc1 (stereo not given)	0.1%
Cc1cc(-c2n[nH]c(=S)n2/N=C/c2ccc(Cl)c([N+](=O)[O-])c2)n[nH]1	-7.2%
Nc1ccc2sc(N)nc2c1	0.9%

3 of the compounds above, as labelled records:
> Cc1ccc(NC2CCCN(C(=O)Cc3nonc3C)C2)cc1C (stereo not given)
  HRP interference: -3.2%
> COc1cccc(C(=O)N2CCCC(Nc3ccc(C)c(C)c3)C2)c1 (stereo not given)
  HRP interference: -3.4%
> COc1ccc(C(=O)CCN2CCc3cc(OC)c(OC)cc3C2)cc1
  HRP interference: -0.3%

The main list resumes with the six entries that preceded the break.
Structure	HRP interference
O=C(CN1C(=O)CCC1=O)Nc1nc(-c2nc3ccccc3s2)cs1	0.9%
Nc1nc(Nc2ccc(Cl)cc2)n[nH]1	-2.2%
c1ccc(-c2cn3c(n2)-c2ccccc2C3)cc1	1.1%
CCC(C)Nc1nc2c(c(=O)n(C)c(=O)n2C)n1Cc1ccc(F)cc1 (stereo not given)	0.1%
Cc1cc(-c2n[nH]c(=S)n2/N=C/c2ccc(Cl)c([N+](=O)[O-])c2)n[nH]1	-7.2%
Nc1ccc2sc(N)nc2c1	0.9%
O=C(Nc1ccc(Nc2ccccc2)cc1)c1ccco1	1.4%
COc1ccc(-n2nnnc2S(=O)(=O)Cc2ccc(C(=O)O)cc2)cc1	2.7%
Cc1cc(=O)n2cc(-c3ccccc3)nc2[nH]1	-1.5%
Oc1ccc(/C=N/Nc2ncnc3c2ncn3Cc2ccccc2)cc1O	-3.8%
COc1ccc(-c2cc(=O)oc3c(O)c(O)ccc23)cc1	-4.8%
CC(C)(C)c1ccc(Oc2ccc(NC(=O)CCCC(=O)O)cn2)cc1	-11%
COc1ccc2c(/C=N/NS(=O)(=O)c3ccc(C)cc3)c[nH]c2c1	-8.4%
CCC(C)Nc1nc2c(c(=O)[nH]c(=O)n2C)n1CCCc1ccccc1 (stereo not given)	-12%
COc1ccc(Nc2c3ccccc3nc3ccccc23)cc1	5.9%
CCCN1C(=O)c2cc(C(=O)NC3CCCCCC3)ccc2C1O (stereo not given)	-3.2%
CC(C)n1cc(/C=N/Nc2ccc(C(=O)O)cc2)c2ccccc21	-13%
Cc1nn(C)c(C(=O)Nc2cccc(Nc3ccccc3)c2)c1[N+](=O)[O-]	-5.5%
COc1ccc(-c2cn3c4c(sc3n2)CCCC4)cc1	0.6%
CC(=O)c1ccc(S(=O)(=O)N2CCNC(=O)C2)cc1	0.0%
NNC(=O)CCc1nc2ccc(O)cc2[nH]1	10µM*
CC1(C)CC(=O)c2cnn(-c3nc4ccccc4[nH]3)c2C1	-1.2%
COc1ccc(Br)cc1-c1nc(CCl)cs1	-0.1%
CN1c2ccc(C=O)c3c(C=O)ccc(c23)N(C)C1(C)C	-2.5%
Nc1ccc(CCc2nc3ccccc3o2)cc1	6.3%
Fc1ccc(N2CCN(Cc3ccccn3)CC2)cc1	-0.8%
O=C(NCc1ccc2c(c1)OCO2)C1CC(=O)N(c2ccc(O)cc2)C1 (stereo not given)	-11%
Cc1ccc(S(=O)(=O)N2CCN=C2SCc2cccnc2)cc1	-2.0%
Cc1ccc(S(=O)(=O)N2[C@@H](c3ccc(Cl)cc3)C(C(=O)O)=CC[C@H]2c2ccc(C(C)C)cc2)cc1	-5.3%
CC(=O)N1CCN(c2ccc(NCc3ccc(Br)o3)cc2)CC1	-13%
COc1ccc(/C=N/Nc2nc3ccccc3[nH]2)c(OC)c1OC	-6.6%
O=C1CSC(=S)N1c1ccc(O)cc1	-14%
CC(=O)c1cccc(NC(=O)Nc2cccs2)c1	-2.3%
CSc1nccn1CC(=O)Nc1ccc(F)cc1	0.4%
Cc1ccc(N=C(NO)c2nonc2N)cc1	-0.2%
COc1ccc(C2=CSC3=NNC4(CCCCC4)NN23)cc1	-0.3%

Reformatted with each value named: entries from further up
> CCCN1C(=O)c2cc(C(=O)NC3CCCCCC3)ccc2C1O (stereo not given)
  HRP interference = -3.2%

> CC(C)n1cc(/C=N/Nc2ccc(C(=O)O)cc2)c2ccccc21
  HRP interference = -13%

> Cc1nn(C)c(C(=O)Nc2cccc(Nc3ccccc3)c2)c1[N+](=O)[O-]
  HRP interference = -5.5%

> COc1ccc(-c2cn3c4c(sc3n2)CCCC4)cc1
  HRP interference = 0.6%

(list continues)
Structure	HRP interference
COc1ccc([N+](=O)[O-])cc1NC1CCCCC1	4.1%
COc1ccc(OC)c(NC(=O)CCN2CCN(c3ccccc3)CC2)c1	-4.8%
O=C(c1ccc(S(=O)(=O)c2ccc(F)cc2)c([N+](=O)[O-])c1)N1CCCCCC1	-0.4%
Nc1ccc(C(=O)Nc2cccc(N)c2)cc1	-9.5%

In the list so far, five have a furan ring, fused or not:
Structure	HRP interference
Brc1ccc(CN2CCN(c3ccccc3)CC2)o1	-0.3%
COc1cccc(N2CCN(C(=O)c3ccc(CS(=O)c4ccc(Cl)cc4)o3)CC2)c1 (stereo not given)	-6.5%
O=C(O)CCCN1C(=O)/C(=C\c2ccc(-c3nc4ccccc4s3)o2)SC1=S	-4.0%
O=C(Nc1ccc(Nc2ccccc2)cc1)c1ccco1	1.4%
CC(=O)N1CCN(c2ccc(NCc3ccc(Br)o3)cc2)CC1	-13%

Bioassay records as filed in PubChem.
